# Source: PubChem BioAssay (National Center for Advancing Translational Sciences (NCATS))
# Giardia FBPA inh: blocks Giardia fructose-bisphosphate aldolase activity; A8B2U2; purified Giardia FBPA; Potency, µM (series often up to 59.6 µM), without a hit: at the highest dose activity, negative = inhibition, hits mostly inhibitors; 290,000 compounds, 0.71% hits; AID 2451; note: potency is the fitted concentration of half-maximal effect; % is set by controls: 0 for no effect and ±100 for the full control effect; nearly all actives have a fitted effect of over 55% in size
# Target sequence (A8B2U2 whole entry, looked up): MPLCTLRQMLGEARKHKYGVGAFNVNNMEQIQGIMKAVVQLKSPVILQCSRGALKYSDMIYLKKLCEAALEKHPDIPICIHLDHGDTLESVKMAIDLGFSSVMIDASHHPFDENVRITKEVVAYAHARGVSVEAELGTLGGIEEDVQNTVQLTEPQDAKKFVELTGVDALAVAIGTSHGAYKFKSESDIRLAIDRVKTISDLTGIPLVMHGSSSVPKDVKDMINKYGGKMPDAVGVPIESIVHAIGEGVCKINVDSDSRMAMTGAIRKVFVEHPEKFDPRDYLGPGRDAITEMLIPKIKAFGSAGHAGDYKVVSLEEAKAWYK
#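 Giardia FBPA (40 nM reagent) was preincubated 10 min at RT with compound (up to 57.5 uM final), then substrate plus GAPDH/TPI/NAD/arsenate coupling system with diaphorase/resazurin was added; resorufin fluorescence (525/598 nm) was read after 20 min.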
# HCV inhibitor: HCV inhibition. Huh7.5.1 HCVcc-Cre infection, luciferase reporter, 44 h. Potency, µM (top dose mostly 41.8 µM), for inactives: at the highest dose activity change, negative = inhibition, most hits filed as inhibitors. 340,000 compounds, 3.4% hits; note: potency is the fitted concentration of half-maximal effect; % is set by controls: 0 for no effect and ±100 for the full control effect
#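 Infectious HCVcc-Cre (~0.5 moi) was added to cells just after compound, with cells seeded 4 h earlier at 1,000 per well. Luciferase activity after 44 h culture reported infection; substrate was incubated 15 min at room temperature before reading.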
# Pf growth 48h: P. falciparum growth inhibition at 48 hours (one generation) | P. falciparum luciferase growth in erythrocytes, 48 h | Potency, µM (series often up to 28.7 µM), inactives show at the top dose activity change, negative = inhibition, usual class: inhibitors | 310,000 compounds, 5.9% hits; note: potency is the fitted concentration of half-maximal effect; % is set by controls: 0 for no effect and ±100 for the full control effect
#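 Luminescence readout; reporter = integrated firefly luciferase in P. falciparum. RBC culture at 2% hematocrit, 0.1% parasitemia final, 37 C/5% CO2; decreased signal taken as growth inhibition.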
# Shiga toxin inh: inhibitors of Shiga toxin in Vero cells. Vero cells, Shiga toxin protein synthesis inhibition reporter. inhibition, % at 38.7 µM. 290,000 compounds, 9.2% hits. AID 2315; in the data active = inhibition mostly above about 28%, no sharp cut-off; inactive = mostly below about 43%; note: 0% is about no effect
# Pf growth 96h: P. falciparum growth inhibition at 96 hours. P. falciparum luciferase reporter growth, 96 h. Potency, µM (top dose mostly 28.7 µM), inactives show at the top dose activity change, negative = inhibition, hits mostly inhibitors. 320,000 compounds, 6.9% hits. AID 504834; note: potency is the fitted concentration of half-maximal effect; % is set by controls: 0 for no effect and ±100 for the full control effect
#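 Cell-based qHTS: luciferase-tagged P. falciparum in erythrocytes (2% hematocrit, 0.05% parasitemia final) incubated with compounds for 96 hours, 37 C, 5% CO2; luciferase detection reagent then added and luminescence measured.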
# Cycloheximide cs: counter-screen hit for Shiga toxin inhibitors, cycloheximide; AID 2314; cell reporter, cycloheximide protein synthesis inhibition counterscreen; 300,000 compounds, 12% hits; max response, %; in the data active = max response mostly above about 13%, no sharp cut-off; inactive = mostly below about 14%; note: read at 38.3 µM for the half of the compounds with a filed dose; 0% is about no effect
# * = called active by the depositor; i = inactive; u = inconclusive; x = not tested or not shown; + = active, no number; & = joins results of further samples; [ ] = another dose, or the depositor's remark. Unless noted, calls come from the whole dose curve; as a rule, active = well fitted curve in the direction sought with a large enough effect; inconclusive = small, poorly fitted or top-dose-only effect, or another doubt; inactive = no such curve, though single readings can be large; an effect the other way counts as inactive or inconclusive.
# Field names: A = Giardia FBPA inh; B = HCV inhibitor; C = Pf growth 48h; D = Shiga toxin inh; E = Pf growth 96h; F = Cycloheximide cs
OCCNc1nc(Nc2cccc(O)c2)nc2ccccc12
  A: -3% | B: -14% | C: 2.3µM* | D: 13 | E: 0.1µM* | F: -3

CC(C)N(C(=O)Cn1cnc2cc([N+](=O)[O-])ccc2c1=O)C(C)C
  A: -5% | B: x | C: -12% | D: -3 | E: u | F: -1

COc1ccccc1C(=O)NC(=O)COC(=O)CCOc1ccc(C)cc1
  A: x | B: -2% | C: u | D: x | E: 1% | F: x

COc1ccc(C(=O)NCCSCc2cccc(Cl)c2)cc1OC
  A: 10% | B: -20% | C: u | D: -6 | E: u | F: -1

O=C(CSc1ccc(F)cc1)Nc1ccc(C2SCCS2)cc1
  A: 1% | B: -17% | C: 108%[activator] | D: 85* | E: 100%[activator] | F: 35*

CCc1ccccc1NC(=O)CN(C1CCCCC1)S(C)(=O)=O
  A: 7% | B: -38% | C: 15% | D: x | E: -27% | F: 18

COc1ccc(C2CCCN2C(=S)Nc2cccc(Cl)c2)cc1OC (stereo unspecified)
  A: -10% | B: u | C: u | D: 11 | E: 45%[activator] | F: 21

Cc1cc(C)c(S(=O)(=O)c2ccccc2C(=O)O)c(C)c1
  A: 10% | B: 14% | C: 7% | D: 0 | E: -5% | F: 7

O=C1C(=O)N(CCO)C(c2cccc(F)c2)/C1=C(\O)c1ccc(Cl)cc1 (stereo unspecified)
  A: -4% | B: 24% | C: 13% | D: 10 | E: x | F: -3

COCCn1c(N)c(N(Cc2ccccc2)C(=O)c2ccc(C#N)cc2)c(=O)[nH]c1=O
  A: 1% | B: 24% | C: -9% | D: -9 | E: -6% | F: 6

COc1ccccc1C(=O)Nc1ccnn1C1CCN(Cc2cnc(N(C)C)s2)CC1
  A: x | B: -16% | C: 0% | D: -7 | E: 37% | F: -2

CC(C)Cn1cnc2c(=O)oc3ccccc3c21
  A: 5% | B: -4% | C: x | D: -19 | E: x | F: -4

O=C(O)c1cc(N/N=C/c2ccc3c(c2)OCO3)ccc1Cl
  A: 4% | B: 5% | C: i | D: + | E: 439%[activator] | F: 80*

CC(C)CCNC(=O)NC(=O)CN1C(=O)NC2(CCCCC2)C1=O
  A: 0% | B: 11% | C: u | D: -2 | E: u | F: -6

Cc1ccc(C(C)(C)C)cc1S(=O)(=O)Nc1cccc(S(=O)(=O)NC2=NCCC2)c1
  A: -4% | B: 3% | C: 15% | D: -3 | E: -26% | F: -6

COC1=C(c2ccccc2)C(=O)c2ccccc2C1=O
  A: u | B: u | C: 1.5µM* | D: 12 | E: 1.2µM* | F: -2

CCCCNC(=O)CSc1nc2ccc(NC(=O)CSc3nnc(COc4ccccc4C)n3C)cc2s1
  A: 1% | B: -18% | C: x | D: 25 | E: u | F: 5

Cc1ccc(C(C(=O)NC(C)(C)C)N(C(=O)c2csnn2)C2CC2)cc1 (stereo unspecified)
  A: 5% | B: 4% | C: u | D: -2 | E: 7% | F: -5

Cc1sc(NC(=O)C2C3C=CC(C3)C2C(=O)O)c(C(N)=O)c1-c1ccc(C(C)C)cc1 (stereo unspecified)
  A: 18% | B: 12% | C: 1% | D: -3 | E: -6% | F: -2

COc1ccc(C2CC(c3ccc(Cl)cc3)Nc3nc(NC(=O)c4ccco4)nn32)cc1 (stereo unspecified)
  A: 23% | B: -21%&-7% | C: 9.3µM* | D: 8 | E: 13% | F: -3

CN(C(=S)NC(=O)CCCOc1ccc(Cl)cc1Cl)c1ccccc1
  A: 12% | B: -8% | C: x | D: 16 | E: 46%[activator] | F: 16

C[C@H]1C(c2cccc(Cl)c2)=NN(c2ccccc2)[C@@H]1CO
  A: -11%[89.2 µM] | B: x | C: x | D: i | E: x | F: 21

CCn1c(CC(=O)Nc2cccc(OC)c2)nnc1SCC(=O)Nc1nccs1
  A: -5% | B: u | C: -5% | D: 14 | E: 35% | F: 5

CCOc1ccc(CC(=O)NNC(=S)NCCc2ccccc2)cc1
  A: 5% | B: -12% | C: u | D: 25 | E: 5% | F: -2

O=C(O)CCN1C(=O)C2CCCCC2C1=O (stereo unspecified)
  A: 7% | B: 13% | C: x | D: -12 | E: 0.74µM* | F: -5

COc1ccc(NC2=NCC(=O)N2c2ccccc2F)c(OC)c1
  A: -1% | B: 7% | C: 28% | D: -7 | E: 17% | F: 4

Nc1ccccc1SCc1cn2ccccc2n1
  A: 8% | B: 9% | C: 228%[activator] | D: 55* | E: 179%[activator] | F: 68*

O=C(CN1C(=O)COc2ccccc21)NCCCN1CCCC1
  A: x | B: -10% | C: 10% | D: -8 | E: u | F: 11

CC(C)(C)C(=O)C(CO)(Oc1ccc(Cl)cc1)n1cncn1 (stereo unspecified)
  A: -4% | B: 27% | C: u | D: -3 | E: u | F: 1

CCc1nc(NCCCN2CCOCC2)c2oc3ccccc3c2n1
  A: -18% | B: -10% | C: u | D: -9 | E: 5.9µM* | F: 0

# As entered above:
# CCc1ccccc1NC(=O)CN(C1CCCCC1)S(C)(=O)=O @ Giardia FBPA inh = 7%
# CC(C)CCNC(=O)NC(=O)CN1C(=O)NC2(CCCCC2)C1=O @ Shiga toxin inh = -2

# The list continues:
# Field names: A = Giardia FBPA inh; B = HCV inhibitor; C = Pf growth 48h; D = Shiga toxin inh; E = Pf growth 96h; F = Cycloheximide cs
CSc1ccccc1NC(=O)Cn1nc([N+](=O)[O-])c(Cl)c1C
  A: 8% | B: -9% | C: 22% | D: 5 | E: 5% | F: 5

CCOc1ccc(N/C(N)=N/c2nc(CSc3nnc(C)s3)cc(=O)[nH]2)cc1
  A: 1% | B: 17% | C: 1% | D: 17 | E: 12% | F: -5

COc1cc(-c2nn3c(C4CCCCC4)nnc3s2)cc(OC)c1OC
  A: 4% | B: -17% | C: x | D: -19 | E: -27% | F: -2

Cc1cccc(NC(=O)C2COc3ccccc3O2)c1 (stereo unspecified)
  A: 3% | B: 5% | C: 44%[activator] | D: 72* | E: 77%[activator] | F: 43*

CC1Cc2ccccc2N1C(=O)CN1CCC(C(N)=O)CC1 (stereo unspecified)
  A: -1% | B: 18% | C: 33%[activator] | D: -3 | E: -14% | F: 1

CCCOc1ccccc1/C=C(\C#N)C(=O)Nc1cccnc1
  A: -1% | B: 8% | C: 35%[activator] | D: 78* | E: 63%[activator] | F: 34*

CCN(c1ccccc1C(=O)O)S(=O)(=O)c1cccc2nsnc12
  A: -12% | B: 4% | C: 27% | D: -3 | E: 5% | F: -1

CCOc1ncccc1C(=O)OCC(=O)N(CC(C)C)C1CCS(=O)(=O)C1 (stereo unspecified)
  A: 7% | B: 6% | C: 8% | D: -8 | E: 35%[activator] | F: -5

CC(=O)Nc1c(C(N)=O)oc2ccc(Cl)cc12
  A: 3% | B: 2% | C: 22% | D: -15 | E: 0% | F: -1

CCC(C)NC(=O)c1ccc(CNS(=O)(=O)c2ccc3c(c2)C(C)(C)C(=O)N3C)cc1 (stereo unspecified)
  A: 7% | B: -4% | C: 0% | D: -4 | E: 9.3µM* | F: -3

O=C(Cn1cnc2cc([N+](=O)[O-])ccc2c1=O)N(Cc1ccccc1)C1CCS(=O)(=O)C1 (stereo unspecified)
  A: -10% | B: 17% | C: -3% | D: -15 | E: 7% | F: -3

O=c1cc(O)c2ccccc2[nH]1
  A: -6% | B: 27% | C: -9% | D: -3 | E: 36% | F: -1

COc1ccc(S(=O)(=O)N2CCCC(C(=O)NCCCn3ccnc3)C2)cc1OC (stereo unspecified)
  A: 2% | B: -2% | C: 15% | D: -5 | E: 10% | F: -6

O=C(c1cccs1)N1CCCN(c2ncnc3scc(-c4ccccc4)c23)CC1
  A: 6% | B: u | C: 5.9µM* | D: 12 | E: 10µM* | F: -1

CSCCNCc1c(C(=O)N2CCOCC2)nc2c(C)cccn12
  A: -3% | B: 23% | C: 7% | D: -26 | E: u | F: -2

CSc1ccc(/C=C(/NC(=O)c2ccco2)C(=O)N2CCCCC2)cc1
  A: x | B: -13% | C: -5% | D: -3 | E: u | F: -3

O=C(Nc1ccc(F)cc1F)c1cc(=O)n(-c2ccccc2)c(=O)[nH]1
  A: 7.9µM* | B: 10% | C: -17% | D: -9 | E: 25% | F: 1

CCOC(=O)c1[nH]c2ccc(OC)cc2c1NC(=O)C(C)N1CCSCC1 (stereo unspecified)
  A: 2% | B: x | C: u | D: -1 | E: -7% | F: -1

COC(=O)CSc1snnc1-c1ccc(F)cc1
  A: 8% | B: 15% | C: x | D: -10 | E: 21% | F: 10

COc1ccc2cc(S(=O)(=O)N3CCN(C)CC3)ccc2c1
  A: 3% | B: 2% | C: u | D: 2 | E: u | F: -3

Cc1cc(C)c2[nH]c(=O)c(CN(C(=O)C3CCCO3)C3CCCC3)cc2c1 (stereo unspecified)
  A: 0% | B: x | C: 10% | D: -9 | E: 25% | F: -8

COc1cccc(CN2CCC(Oc3ccc(C(=O)N4CCCCC4)cc3)CC2)c1
  A: x | B: -19% | C: 5% | D: -18 | E: u | F: -3

Cc1ccc(NC(=S)NCc2cccs2)c(C)c1
  A: 0% | B: -13% | C: x | D: 23 | E: -16% | F: 13

Cc1cccc(C)c1OCC(=O)NCc1ccccc1
  A: -1% | B: 11% | C: 22% | D: -4 | E: -20% | F: 5

COc1ccc(-c2noc(-c3ccc(Cl)cc3)n2)cc1
  A: 6% | B: u | C: 222%[activator] | D: 48* | E: u | F: 25*

CC(=O)OC(C(=O)NCc1ccc(F)cc1)c1ccccn1 (stereo unspecified)
  A: 1% | B: u | C: u | D: -7 | E: 105%[activator] | F: 2

CC1=CCC(C(=O)O)C(C(=O)Nc2cccnc2)C1 (stereo unspecified)
  A: 1% | B: 15% | C: 2% | D: -3 | E: 22% | F: -5

CC(=O)c1c(C(C)=O)c(C)n(NC(=O)c2ccccc2Cl)c1C
  A: x | B: -8% | C: 32%[activator] | D: -9 | E: 35%[activator] | F: 7

Cc1ccc(NC(=O)CN(C)Cc2c(O)ccc3ccccc23)cc1
  A: 0% | B: 5% | C: 31%[activator] | D: 17 | E: 14% | F: -6

Cc1ccc(-c2nc(-c3ccncc3)no2)c(C)c1
  A: -1% | B: -11% | C: 18% | D: 80* | E: u | F: 44*

COc1cc(S(=O)(=O)N2CCN=C2c2ccccc2)ccc1F
  A: 5% | B: -8% | C: -20% | D: -12 | E: -23% | F: 0

N#Cc1c(NC(=O)CSCC(=O)O)sc2c1CCCC2
  A: 21% | B: 5% | C: -1% | D: -15 | E: x | F: -4

Cc1c(NC(=O)CSc2nc3ccccc3n2C)c(=O)n(-c2ccccc2)n1C
  A: 20% | B: 9% | C: -7% | D: -5 | E: x | F: 2

O=C(COC(=O)C1CC(=O)N(Cc2ccco2)C1)Nc1ccccc1[N+](=O)[O-] (stereo unspecified)
  A: x | B: 4% | C: 2% | D: x | E: 52%[activator] | F: x

CCc1ccc(NC(=S)N2CCC(NC(=O)c3ccccc3)CC2)cc1
  A: 7% | B: -2% | C: -3% | D: -9 | E: u | F: -3

# Structural class: the compounds so far containing a tert-butyl group
# Field names: A = Giardia FBPA inh; B = HCV inhibitor; C = Pf growth 48h; D = Shiga toxin inh; E = Pf growth 96h; F = Cycloheximide cs
Cc1ccc(C(C)(C)C)cc1S(=O)(=O)Nc1cccc(S(=O)(=O)NC2=NCCC2)c1
  A: -4% | B: 3% | C: 15% | D: -3 | E: -26% | F: -6

Cc1ccc(C(C(=O)NC(C)(C)C)N(C(=O)c2csnn2)C2CC2)cc1 (stereo unspecified)
  A: 5% | B: 4% | C: u | D: -2 | E: 7% | F: -5

CC(C)(C)C(=O)C(CO)(Oc1ccc(Cl)cc1)n1cncn1 (stereo unspecified)
  A: -4% | B: 27% | C: u | D: -3 | E: u | F: 1

# This is a random part of the collection; overall some 24% were active at least once.
